# S3 lipid droplet = qHTS Assay for Lipid Storage Modulators in Drosophila S3 Cells; Drosophila S3 cells, BODIPY lipid droplet fluorescence, 18-24 h; cells fed with added oleic acid; Potency in µM for hits, for the others lipid storage change, negative = inhibition, % at the top dose, mostly 46.1 µM; 320,000 tested, 0.64% active; active means well fitted inhibition curve with a large enough effect in the signal ratio, with a control signal flat, not every such curve was filed as active; inconclusive means small, poorly fitted or top-dose-only effect, or effect the other way, or a change in a side signal; the % refers to the signal ratio
#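 Laser-scanning cytometry quantifies lipid droplet accumulation (500–530 nm total intensity; droplet/cell object ratio) in oleic acid-fed (400 uM added) Drosophila S3 cells treated with a concentration series. 20 uM Triacsin C defined 100% inhibition.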
# S3 lipid droplet cell count max = recorded beside S3 lipid droplet, whose call it bears; cell number change, %; measured here: cell count max response;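 cells counted by Cell Tracker Red CMTPX staining in the red channel; peak over a dose series mostly up to 46.1 µM; percent activity relative to internal control wells on each plate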
# Numbers without * were called inactive; i = inactive; ? = inconclusive; / = not tested or not shown; [ ] = another dose, or the depositor's remark. On the % scale 0 is the no-effect control and ±100 the full control effect; potency means the concentration at half of the fitted maximal effect.
molecule	S3 lipid droplet	S3 lipid droplet cell count max
Cc1cccc(CC(=O)NCC(=O)NCc2cc(=O)n(C)c(=O)n2C)c1	?	/
C=CCc1c(O)c(CC)cc2c(C)cc(=O)oc12	0%	13
CCCc1nc2ccccc2c(C(=O)OCC(=O)Nc2cccc(S(=O)(=O)N3CCOCC3)c2)c1CC	-26%	-21
COCCOc1cc(COC)nc(-c2cccc(C)c2)n1	4%	-11
O=c1c2c(nc3cc(-c4ccc(Cl)cc4)[nH]n13)CCS2	?	/
COc1cccc2sc(N(CCCN(C)C)C(=O)c3ccc(S(=O)(=O)N4CCCc5ccccc54)cc3)nc12	?	/
Cc1cccn2c(=O)c(/C=C(\C#N)C(=O)NCc3ccco3)c(N3CCCCC3)nc12	-1%	2
COc1ccc(OC)c(S(=O)(=O)NCCCc2ccccc2)c1	4%	-1
CCc1sc(C(=O)Nc2ccccc2N2CCOCC2)cc1C	26%	/
Cc1sc2ncn3cnnc3c2c1C	12%	7
CC(=O)c1ccc2c(c1)OCCOCCOCCOCCOCCO2	?	/
N#Cc1ccc(-c2csc(-c3ccno3)n2)cc1	7%	10
C/C(=N\NC(=O)CC1N=C(Cc2ccccc2)NNC1=O)c1ccc(Br)cc1 (stereo not drawn)	-3%	-11
Cc1cccc(C(=O)NC(CC(=O)O)c2ccc(OC3CCCC3)cc2)c1[N+](=O)[O-] (stereo not drawn)	?	/
CC(=O)c1cccc(NC(=O)NCc2ccccn2)c1	?	/

# The list continues.
molecule	S3 lipid droplet	S3 lipid droplet cell count max
CCOC(=O)/C=C1\SCC(=O)N1CC(=O)Nc1ccccc1OC(F)F	?	/
Nc1cc(=O)nc(SCC(=O)Nc2ccccc2Cl)n1-c1ccccc1	?	/
O=C(Nc1ccccc1C(=O)N1CCOCC1)c1ccc([N+](=O)[O-])cc1	?	/
COc1ccc(Sc2ccc(/C=C3\C(=O)NN(c4ccccc4)C3=O)o2)cc1	?	/
CCCCNC(=O)CSc1nc2ccc(N3CCOCC3)cc2c(=O)n1CCc1ccccc1	8%	-4
COc1ccc(NC(=S)N(CCN2CCOCC2)Cc2cc3cc4c(cc3[nH]c2=O)OCCO4)cc1	7%	/
OCC1(CC2CCCCO2)CCN(Cc2cccc(O)c2)CC1 (stereo not drawn)	-17%	1
O=C(NCCc1ccccc1)c1cccnc1N1CCCCCC1	13%	-19
CCOC(=O)c1cc(-c2cccs2)nc2c1c(C)nn2-c1ccccn1	?	/
CC(C)CNC(=O)COC(=O)c1ccc([N+](=O)[O-])cc1Cl	-1%	8
O=C(NN=C1CCCC1)C1COc2ccccc2O1 (stereo not drawn)	0%	6
O=C(Nc1ccccc1)C1CCN(C(=O)c2ccco2)CC1	?	/
Cc1nc(CSc2nc3[nH]ncc3c(=O)n2-c2ccccc2)cs1	?	/
COc1ccc([C@H]2C=C(C(=O)O)O[C@@H](OCc3ccc(CO)cc3)C2)cc1	?	/
O=C(COc1ccc(/C=N/NS(=O)(=O)c2ccccc2)cc1)Nc1cccc(Cl)c1	-13%	/

# (further entries)
molecule	S3 lipid droplet	S3 lipid droplet cell count max
CN(C(=O)c1ccco1)c1nc(-c2ccc(Cl)cc2)cs1	-7%	-6
CCCN(CCC)C(=O)c1c(NC(=O)CC)sc2c1CCCCC2	-1%	5
COc1ccc(CCNC(=O)Nc2cccs2)c(OC)c1	1%	7
COc1ccc(S(=O)(=O)N2CCN(S(=O)(=O)c3ccc(C(F)(F)F)cc3)CC2)cc1C	-1%	6
COc1ccc(COC(=O)c2cccc(S(=O)(=O)N3CCN(C(C)=O)CC3)c2)cc1F	?	/
O=C(N/N=C/c1c[nH]c2ccccc12)C1CC(=O)N(c2ccccc2)C1 (stereo not drawn)	-6%	5
COc1cc(Cl)c(C)cc1NC(=O)CN1CCCCCC1	i	12
COc1ccc2c(=O)c3c(=O)n(Cc4ccco4)c(C(C)C)nc3oc2c1	9%	1
O=C(Nc1ccccc1C(=O)N1CCCCCC1)c1ccccc1Cl	0%	-7
O=C(O)CCCCCNS(=O)(=O)c1c(Cl)cccc1Cl	i	/
CC(=O)N1CCCc2cc(S(=O)(=O)N3CCCC(C(=O)N4CCN(c5ccccc5)CC4)C3)ccc21 (stereo not drawn)	?	/
Cc1sc2ncnc(N3CCN(C(=O)c4ccco4)CC3)c2c1C	?	/
COc1ccc(C(C)=O)cc1COC(=O)Cc1cc(OC)c(OC)c(OC)c1	i	16
CCCc1ccc(C(=O)CCC(=O)O)cc1	10%	0
CC1CN(C(=O)c2ccn(C)n2)CC(C)O1 (stereo not drawn)	?	/

# The results go on.
molecule	S3 lipid droplet	S3 lipid droplet cell count max
CC(=O)Nc1ccc(NC(=O)COC(=O)/C(=C/c2ccccc2)n2nnnc2C)cc1	?	/
CC(=O)n1c2ccccc2c2nc(NC(C)C)sc21	-15%	16
Cc1ccc(S(=O)(=O)N2CCCCC2)cc1NC(=O)Cn1cc(C(F)(F)F)ccc1=O	6%	-24
COc1c(Br)cc(C(N)=O)cc1OCc1ccccc1	?	/
Cc1ccccc1C(=O)NCCNc1ccc([N+](=O)[O-])cc1	?	/
Cc1ccsc1C(=O)OCC(=O)NCCNC(=O)COC(=O)c1sccc1C	-5%[0.0737 µM]	13
COc1ccc(CNc2ncnc3cc(Cl)ccc23)cc1OC	-20%	-1
Cc1cnc(C(=O)Nc2ccc(S(=O)(=O)N(C(C)C)C(C)C)cc2)cn1	?	/
CCN(CC)c1ccc2c(C)c(-c3ccc(N)cc3)c(=O)oc2c1	?	/
CC1CCCC(C)N1C(=O)CSc1nccc(=O)[nH]1 (stereo not drawn)	?	/
COC(=O)c1ccc(/C=N/OCC(=O)NC2CCCC(C)C2C)cc1 (stereo not drawn)	?	/
Cc1ccc(Oc2cc(NC(=O)CCCn3nc([N+](=O)[O-])cc3C)cc([N+](=O)[O-])c2)cc1	?	/
O=C(c1ccco1)N1CCN(c2ncnc3sc4c(c23)CCC4)CC1	?	/
CCN(/C(N)=N/c1nc(C)cc(C)n1)c1ccccc1	?	/
CC(C)(C)c1ccc(C(=O)NCCNC(=O)c2ccco2)cc1	-31%	13

# Record cards, as listed above. Values in the order: S3 lipid droplet, S3 lipid droplet cell count max
# Shown for `CCN(/C(N)=N/c1nc(C)cc(C)n1)c1ccccc1` = ?, /
# Shown for `COc1c(Br)cc(C(N)=O)cc1OCc1ccccc1` = ?, /
# Shown for `CC(=O)Nc1ccc(NC(=O)COC(=O)/C(=C/c2ccccc2)n2nnnc2C)cc1` = ?, /
# Shown for `CC1CCCC(C)N1C(=O)CSc1nccc(=O)[nH]1` (stereo not drawn) = ?, /
# Shown for `CCN(CC)c1ccc2c(C)c(-c3ccc(N)cc3)c(=O)oc2c1` = ?, /

# Following part
molecule	S3 lipid droplet	S3 lipid droplet cell count max
CCC(N=c1cc(-c2ccc(OC)cc2)oc2ccc(C)cc12)C(=O)O (stereo not drawn)	?	/
c1ccc(OCc2noc(CN3CC[C@@H]4CCCC[C@H]4C3)n2)cc1	?	/
Cc1nnc(Sc2nc3c(c(=O)[nH]c(=O)n3C)n2CCc2ccccc2)s1	13%	10
COc1ccc(CC(=O)Nc2ccc(NC(=O)c3ccc(Br)cc3)cc2)cc1OC	i	-16
COCc1cnc(C)nc1N	?	/
COc1ccc(NC(=O)CN2c3cccc4cccc(c34)S2(=O)=O)cc1	-4%	4
COc1ccc(NC(=O)CN(C)C(=O)/C=C/c2cn(-c3ccccc3)nc2-c2ccc(C)cc2)cc1	?	/
CCC(Cc1ccccc1)NC(=O)C1CC1 (stereo not drawn)	?	/
COc1cc(C(=O)NCCCN(C)C)ccc1OCC(=O)Nc1cccc(C(F)(F)F)c1	?	/
CCOc1ccc(CN(C)CC(=O)NCc2ccc(F)cc2)cc1	?	/
COc1ccc(S(=O)(=O)NCCN2CCOCC2)cc1[N+](=O)[O-]	?	/
Cc1cc(C)c2c(N)c3cccc(C)c3nc2n1	?	/
Cc1nn(-c2ccccc2Cl)c(Cl)c1/C=N/Nc1cccc(C(=O)O)c1	0%	13
COc1cccc(NC(=O)CSc2nnc(NC(=O)c3ccco3)s2)c1	?	/
Cc1cccc2nc3c(nc12)CCCC3	-3%	-9

# (further entries)
molecule	S3 lipid droplet	S3 lipid droplet cell count max
Cc1ccc(CNC(=O)CN(C(=O)C2(C)CC(=O)N=C3C=CC=CN32)c2ccccc2)cc1 (stereo not drawn)	-9%	21
O=C(NCc1ccccc1Cl)c1ccc(CS(=O)(=O)c2ccccc2)o1	?	/
CCOC(=O)N1CCN(C(=O)CN(c2ccc(C)cc2)S(=O)(=O)c2c(C)noc2C)CC1	?	/
O=C(c1c(F)c(F)c(F)c(F)c1F)N1CCN(c2cccc(C(F)(F)F)c2)CC1	i	-23
Cc1cc(=O)[nH]c(SCC(=O)c2ccc(F)c(C)c2)n1	i	34
CC(c1ccccc1)n1c(-c2ccc(C(C)(C)C)cc2)n[nH]c1=S (stereo not drawn)	?	/
ClCC1NCC(c2ccccc2Cl)c2c1[nH]c1ccccc21 (stereo not drawn)	-2%	6
O=C(NCc1ccco1)C1CCC(N2C(=O)c3ccccc3C2=O)CC1 (stereo not drawn)	?	/
O=C(CSc1nnnn1-c1cccc(F)c1)Nc1nc2ccccc2s1	?	/
COc1ccc(N2CCN(c3oc(-c4ccccc4OC)nc3C#N)CC2)cc1	?	/
CCn1cc(CNC(=O)c2ccc(OC3CCN(Cc4ccccn4)CC3)cc2)cn1	3.7µM*	-19*
O=C(CC1C(=O)NCCN1Cc1ccc(F)c(F)c1)NCCCn1ccnc1 (stereo not drawn)	i	/
O=C(CSc1nnc(COc2ccc(Cl)cc2)o1)N1CCCC1	?	/
O=C1CC(N2CCC(c3nc4ccccc4[nH]3)CC2)C(=O)N1c1cccc(F)c1 (stereo not drawn)	?	/
Fc1cccc(C2NN=C(c3ccccc3)S2)c1 (stereo not drawn)	?	/

# 3 entries from above, ordered by number of heavy atoms, ascending:
molecule	S3 lipid droplet	S3 lipid droplet cell count max
Cc1cc(=O)[nH]c(SCC(=O)c2ccc(F)c(C)c2)n1	i	34
CC(c1ccccc1)n1c(-c2ccc(C(C)(C)C)cc2)n[nH]c1=S (stereo not drawn)	?	/
COc1ccc(N2CCN(c3oc(-c4ccccc4OC)nc3C#N)CC2)cc1	?	/

# Next structures:
molecule	S3 lipid droplet	S3 lipid droplet cell count max
CCNC(=O)NC(=O)COC(=O)CCCc1nc2ccccc2s1	?	/
COC(=O)Cn1c(CN2CCC(Cc3ccccc3)CC2)nc2c1c(=O)n(C)c(=O)n2C	?	/
CC1Cc2cc(S(=O)(=O)CCC(=O)NC3CCCCC3)ccc2N1C(=O)C1CC1 (stereo not drawn)	i	3
CN(C)S(=O)(=O)c1ccc(C(=O)OCCN=C2NS(=O)(=O)c3ccccc32)cc1	?	/
CC1(C)CC(CCNC(=O)c2ccc(-n3cnnn3)cc2)CC(C)(C)N1	-2%	0
CS(=O)(=O)c1ccc(C(=O)N(Cc2ccccc2)c2ccccc2)cc1	?	/
CC(C)CN(C(=O)CSc1ccc2c(c1)OCCO2)c1c(N)n(CC(C)C)c(=O)[nH]c1=O	?	/
CC12CCCCC1c1ccccc1C(=NCC(=O)O)N2 (stereo not drawn)	?	/
Cc1ccc(C(=O)OCn2nnc3ccccc3c2=O)cc1[N+](=O)[O-]	5%	19
Cc1nc2ccc(NC(=O)COc3ccccc3[N+](=O)[O-])cc2s1	i	/
CCOc1cc(CNCc2ccncc2)cc(Cl)c1OC	?	/
NC(=O)CCCCC(=O)OCCCc1cccs1	-2%	-4
Cc1[nH]c(=O)[nH]c(=O)c1NC(=O)c1sc2nc3c(C)cccc3cc2c1N	?	/
COC(=O)CCC(=O)N(CCN(C(=O)CCC(=O)OC)c1ccccc1)c1ccccc1	0%	-2
CC(C)c1ccccc1NC(=O)COC(=O)c1cc(=O)[nH]c(=O)[nH]1	-2%	-14

# A second format for some results above:
S3 lipid droplet	S3 lipid droplet cell count max	smiles
?	/	COc1ccc(COC(=O)c2cccc(S(=O)(=O)N3CCN(C(C)=O)CC3)c2)cc1F
-6%	5	O=C(N/N=C/c1c[nH]c2ccccc12)C1CC(=O)N(c2ccccc2)C1 (stereo not drawn)

# Next section
molecule	S3 lipid droplet	S3 lipid droplet cell count max
COc1ccc(NC(=O)C2CCCN(S(=O)(=O)c3cccc4cccnc34)C2)cc1 (stereo not drawn)	?	/
CC(=O)NCCn1c(SCc2ccccc2F)nc2ccccc2c1=O	?	/
O=C(O)C1CCCCC1C(=O)Nc1ccc2c(c1)OCCO2 (stereo not drawn)	0%	5
O=C(NC(=S)Nc1cccnc1)c1cccc(Br)c1	?	/
Cc1cc(NC(=O)CSCC(=O)Nc2nc3ccccc3[nH]2)no1	?	/
COCCOC(=O)/C(C#N)=C/c1cn(Cc2ccccc2)nc1-c1cccnc1	-14%	-16
CCOC(=O)C1(CC)NC(c2ccc(OC)cc2OC)C2C(=O)N(C)C(=O)C21 (stereo not drawn)	-2%	-2
COC(=O)c1ccc(-c2nc(CN3CCN(Cc4cccc(C)c4)CC3)c(C)o2)cc1	8%	3
CCOC(=O)C1=C(CN2CCN(c3ccc(F)cc3)CC2)NC(=O)NC1c1cccs1 (stereo not drawn)	?	/
Cc1cc(C)c(C)c(S(=O)(=O)N2CCN(c3ncnc4ccccc34)CC2)c1C	?	/
CO/N=C/c1c(-c2ccc(Cl)cc2)nc2cc(C)ccn12	?	/
CCCN1C(=O)/C(=C/c2ccc(C)o2)SC1=Nc1ccc(OC)cc1	?	/
COc1ccc(C(=S)N2CCN(c3cccc(Cl)c3)CC2)cc1	?	5

# An excerpt; the hit share may differ from the screen's.
